PostGolgi ctrl = growth inhibition of yeast control strain, primary screen, counter-screen for post-Golgi transport modulator project; AID 738, 2007; 5% of 98,000 active; efflux-deficient yeast background strain, growth absorbance A615, 16 h; inhibition, % at 10 µM
PostGolgi yeast = phenotypic screen on post-Golgi transport, primary screen | post-Golgi transport phenotypic cell assay | inhibition, % at 10 µM | 0.9% of 98,000 active | AID 739, 2007;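 further: yeast cells grown in 1536-well plates; yeast grown about 18 h at 30C before absorbance read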
S1P2 blocker = human S1P2 receptor antagonists, primary screen, cell-based; cell-based S1P2 antagonist assay, inhibition at 5 uM; inhibition, % at 5 µM; 0.21% of 97,000 active; AID 736, 2007; in the data active means inhibition above about 45%;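 further: CRE beta-lactamase reporter cells expressing human S1P2 stimulated with S1P; 0% = agonist at EC80 alone and 100% = agonist plus reference antagonist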
Target sequence (O95136 whole entry, looked up): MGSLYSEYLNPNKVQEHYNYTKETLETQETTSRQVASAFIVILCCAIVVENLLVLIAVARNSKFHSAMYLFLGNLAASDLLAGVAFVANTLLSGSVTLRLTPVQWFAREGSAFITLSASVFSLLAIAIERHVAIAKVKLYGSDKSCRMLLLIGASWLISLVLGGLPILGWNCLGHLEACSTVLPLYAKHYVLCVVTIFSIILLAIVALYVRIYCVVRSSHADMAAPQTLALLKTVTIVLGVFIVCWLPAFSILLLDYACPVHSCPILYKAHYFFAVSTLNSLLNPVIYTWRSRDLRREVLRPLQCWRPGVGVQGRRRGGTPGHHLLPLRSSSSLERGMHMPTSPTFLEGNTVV
sEH activator = soluble epoxide hydrolase activators, primary screen, biochemical, human sEH; Bifunctional epoxide hydrolase 2 (Homo sapiens), P34913; purified human sEH enzymatic activity, activator screen; activation, % at 2 µM; 0.04% of 91,000 active; in the data active means activation above about 37%; further: values of inactives mirror those of a sister screen read the other way
hDAT+cocaine = changed hDAT dopamine uptake under cocaine IC80, either direction, primary screen, cocaine antagonist project, cell-based, LLC-PK1 hDAT, [14C]-dopamine uptake, MLSMR | Sodium-dependent dopamine transporter (Homo sapiens), Q01959 | LLC-PK1 hDAT cells, [14C]-dopamine uptake with cocaine IC80; actives deviate in either direction | B-score at 10 µM | 1.3% of 110,000 active | AID 449768, 2010;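 active means Z score or B-score, a plate-position-corrected score, falls beyond the plate's 99.7% confidence bounds, in either direction; inactive means both scores lie inside the 99.7% bounds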;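 further: scored against the spread of the other compound wells on the same plate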
Target sequence (Q01959 whole entry, looked up): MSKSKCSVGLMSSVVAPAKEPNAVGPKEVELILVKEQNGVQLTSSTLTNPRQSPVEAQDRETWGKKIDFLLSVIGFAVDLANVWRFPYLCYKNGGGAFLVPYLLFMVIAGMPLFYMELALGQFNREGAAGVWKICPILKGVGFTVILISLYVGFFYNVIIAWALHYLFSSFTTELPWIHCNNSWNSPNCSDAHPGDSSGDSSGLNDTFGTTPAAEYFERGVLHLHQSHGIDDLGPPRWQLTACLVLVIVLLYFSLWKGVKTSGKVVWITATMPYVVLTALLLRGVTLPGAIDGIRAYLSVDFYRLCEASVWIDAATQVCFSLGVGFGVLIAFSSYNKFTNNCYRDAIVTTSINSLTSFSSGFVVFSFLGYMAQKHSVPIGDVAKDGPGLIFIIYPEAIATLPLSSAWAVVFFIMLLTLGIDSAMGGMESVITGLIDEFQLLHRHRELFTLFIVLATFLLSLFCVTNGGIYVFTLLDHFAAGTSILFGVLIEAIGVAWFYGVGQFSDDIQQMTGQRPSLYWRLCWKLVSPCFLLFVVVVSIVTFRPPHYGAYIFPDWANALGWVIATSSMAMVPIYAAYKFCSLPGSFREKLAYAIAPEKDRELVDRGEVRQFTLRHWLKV
sEH inhibitor = soluble epoxide hydrolase inhibitors, primary screen, biochemical, human sEH; 0.34% of 91,000 active; recombinant human sEH enzymatic activity assay; AID 707, 2007; inhibition, % at 2 µM; in the data active means inhibition above about 80%; further: values of inactives mirror those of a sister screen read the other way; many of its hits are not listed in these tables
CYP2C19 inh = blockers of cytochrome P450 2C19 activity – biochemical, luminescence, ADME assay, primary screen | P33261 | CYP2C19 Supersomes, luciferin-H EGE luminescence, 30 min | inhibition, % at 5 µM | 21% of 96,000 active;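 active means CYP2C19 inhibition above a set limit at 5 µM in the primary screen, cut at about 50% in these data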;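 further: plate controls were negative control wells for no effect and 2.5 mM tranylcypromine positive control for full effect; values of inactives mirror those of a sister screen read the other way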
CYP2C19 act = human CYP2C19 activators, primary screen, biochemical, luminescence; Cytochrome P450 2C19 (Homo sapiens), P33261; 96,000 tested, under 10 active; activation factor at 5 µM; recombinant CYP2C19, luciferin-H EGE luminescence; hits give high values; 0 = fully inhibited enzyme, 1 = untreated enzyme;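 active means activation factor of at least 2 at 5 µM in the primary screen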;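 further: 0 = wells with 2.5 mM tranylcypromine and 1 = vehicle-only wells; values of inactives mirror those of a sister screen read the other way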
S1P2 ag = S1P2 receptor agonists, primary screen, cell-based; 0.46% of 97,000 active; S1P2-expressing cell line, agonist reporter read-out; activation, % at 4.5 µM; Sphingosine 1-phosphate receptor 2 (Homo sapiens), O95136; in the data active means activation above about 16%;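 further: 0% = vehicle low control and 100% = maximal reference agonist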
Starred values were filed as active, the others as inactive; · = not tested or not shown. Unless noted, no stated cut-off is given here; in the data, active means inhibition above about 30%; inactive means the rest.

SMILES,S1P2 ag,CYP2C19 inh,hDAT+cocaine,PostGolgi ctrl,sEH activator,sEH inhibitor,PostGolgi yeast,S1P2 blocker,CYP2C19 act
Cc1cc(=O)[nH]c2c1c(C)nn2C1CCCC1,-1,-4,1.7,-7,-7,6,8,-14,1
N#CCSc1nc(-c2ccccc2)cs1,-3,56*,-0.029,15,0,5,1,-1,0.4
CCOC(=O)c1c(-c2ccccc2)oc2cc(CN(C)C)c(O)c(CN(C)C)c12,-7,·,·,·,3,0,·,6,·
C/C(Nc1cccc(F)c1)=C(/C#N)C(N)=O,-4,28,-0.62,18,-8,10,2,-20,0.7
CCSc1nnc(NC(=O)Cc2cccc(OC)c2)s1,-1,49,-0.76,17,6,-8,0,-27,0.5
COc1ccc(C(C(=O)NC2CCCC2)N(C(=O)c2ccco2)c2ccc3c(c2)OCO3)cc1OC (centres undefined),-6,-2,1.6,-3,8,-8,3,19,1
CC1Cc2ccccc2N1C(=O)CSc1nnc(Cn2nnc3ccccc32)n1C (centres undefined),-5,13,1.9,2,2,-1,8,-4,0.9
COc1cc(C(Nc2ccc3c(c2)OCO3)C(=O)NC2CCCCC2)cc(OC)c1OC (centres undefined),-2,74*,1,4,-2,3,0,-4,0.3
COCC(=O)N1CCC(n2nnc3cc(F)ccc32)CC1,-6,2,-1,-3,-7,5,-11,8,1
CCCCNC(=O)C1CC(c2cccc([N+](=O)[O-])c2)=NO1 (centres undefined),-7,0,-0.62,16,10,-8,-1,21,1
Cc1cc2c(cc(C(=O)O)n2C)s1,-3,3,0.51,8,-10,10,-6,17,1
O=C(c1ccc(S(=O)(=O)N2CCC(c3nc4ccccc4s3)CC2)cc1)N1CCCCC1,-3,·,·,·,-4,3,·,0,·
CCSc1nc2c(c(=O)[nH]1)C(c1ccncc1)C(C(=O)OC)=C(C)N2 (centres undefined),-8,76*,1.5,4,1,0,10,12,0.2
CC(=O)N1CC2(CC(=O)OC(C)C)CN(C(C)=O)CC(CC(=O)OC(C)C)(C1)C2=O,·,6,0.34,-10,·,·,5,·,0.9
O=[N+]([O-])c1cc(C(F)(F)F)ccc1N1CCN(S(=O)(=O)c2ccc3ccccc3c2)CC1,-6,58*,-0.26,2,9,-5,-8,9,0.4
Cc1nc(-c2cccc(NC(=O)c3cccs3)c2)cs1,-2,·,3.2*,·,-4,5,·,19,·
COC(=O)c1c(C)[nH]c(C(=O)OCC(=O)NCC(C)C)c1C,-12,19,0.017,-2,31,-28,2,-14,0.8
CCOC(=O)Nc1ccc2c(CN3C(=O)NC4(CCCC4)C3=O)cc(=O)oc2c1,0,·,1.7,-12,24,-23,-9,-26,·
FC(F)(F)c1cc(NCc2cccs2)n2ncnc2n1,-2,9,0.4,4,14,-15,3,13,0.9
CCOc1cc(S(=O)(=O)Nc2ccccc2CC)ccc1Cl,-11,82*,0.93,59*,3,-5,11,8,0.2
Nc1nc(Br)c2ccccc2c1-c1ccc(F)cc1,5,19,-0.0069,12,-3,5,1,-11,0.8
O=C(O)c1ccccc1SC1CC(=O)N(C2CCCCC2)C1=O (centres undefined),0,·,-1,-1,·,·,1,-13,·
O=C(CCSc1nnc(-c2ccco2)o1)Nc1ccc(Cl)cc1,·,-3,-1.4,4,·,·,6,·,1
Cc1sc2ncnc(Oc3ccc(-n4ccnc4)cc3)c2c1C,·,100*,2.5*,20,·,·,5,·,0
O=C(O)Cc1sc(-c2ccccc2)nc1-c1ccccc1,0,-7,1.4,-1,2,0,2,-14,1.1
CCOc1ccccc1C(=O)N1CCC(n2nnc3cc(C(F)(F)F)ccc32)CC1,-4,68*,2.2,21,18,-14,2,-4,0.3
O=C(CN1CCCCCC1)Nc1cccc2c1OCO2,-2,1,-0.6,7,13,-15,4,-1,1
CCCCOC(=O)c1ccc(NC(=O)Nc2ccc(OC)c(OC)c2)cc1,-2,16,0.75,30,-34,32,-6,-1,0.8
O=C(O)CN(c1ccccc1)C1SC(=O)NC1=O (centres undefined),-2,0,-0.98,7,-7,8,-1,-14,1
Cc1cc(C)c2c(c1)NC(=O)C2(O)CC(=O)c1cccs1 (centres undefined),-6,54*,1.4,-11,1,0,-14,5,0.5

4 of these compounds in another layout:
Below each compound: S1P2 ag | CYP2C19 inh | hDAT+cocaine | PostGolgi ctrl | sEH activator | sEH inhibitor | PostGolgi yeast | S1P2 blocker | CYP2C19 act
- Cc1nc(-c2cccc(NC(=O)c3cccs3)c2)cs1
  -2 | · | 3.2* | · | -4 | 5 | · | 19 | ·
- COC(=O)c1c(C)[nH]c(C(=O)OCC(=O)NCC(C)C)c1C
  -12 | 19 | 0.017 | -2 | 31 | -28 | 2 | -14 | 0.8
- Cc1cc(C)c2c(c1)NC(=O)C2(O)CC(=O)c1cccs1 (centres undefined)
  -6 | 54* | 1.4 | -11 | 1 | 0 | -14 | 5 | 0.5
- O=C(O)CN(c1ccccc1)C1SC(=O)NC1=O (centres undefined)
  -2 | 0 | -0.98 | 7 | -7 | 8 | -1 | -14 | 1

(more compounds)
SMILES,S1P2 ag,CYP2C19 inh,hDAT+cocaine,PostGolgi ctrl,sEH activator,sEH inhibitor,PostGolgi yeast,S1P2 blocker,CYP2C19 act
CCCCOc1cccc(-c2nnc(N)s2)c1,-3,31,-0.0062,14,8,-3,3,-10,0.7
O=C(CSCc1ccccc1)Nc1cccc(C(=O)Nc2ccc(C(=O)O)cc2)c1,-3,-11,·,-4,-6,7,5,4,1.1
O=C(Nc1ccccc1C(=O)Nc1ccc2c(c1)OCO2)c1cccs1,-2,-4,0.16,9,3,-2,-5,-4,1
CC(=O)c1cn(CC(=O)NCc2ccc3c(c2)OCO3)c2ccccc12,-4,·,-1.2,3,0,4,-1,3,·
N#Cc1c(N)nc2c(c1-c1ccc3c(c1)OCO3)CCCCCC2,·,35,0.59,12,·,·,0,·,0.7
COc1ccc(NC(=O)Nc2ccc3c(c2)N(C)C(=O)CS3)cc1Cl,-7,-12,0.39,5,-49,51,-4,3,1.1
COc1ccc(N2CCN(C(=O)COc3ccccc3)CC2)cc1,0,5,1.9*,5,-10,10,4,29,0.9
C=CCn1c(SCC(=O)Nc2ccccc2OC)nc(O)c(CC)c1=O,-2,-18,-0.77,7,4,-3,-1,17,1.2
O=C(Nc1ccc2c(c1)OCCO2)c1ccc(Cl)c(S(=O)(=O)N2CCCCC2)c1,-5,96*,1.1,8,-78,78,8,-3,0
CN(C)S(=O)(=O)Nc1ccccc1C(N)=O,-2,-1,0.06,12,9,-4,-5,-18,1
CNC(=O)c1cc2cc(OC)ccc2oc1=N,·,2,-0.38,-7,·,·,11,·,1
COc1cc(C2NC(C(=O)O)CS2)ccc1OCc1ccccc1C#N (centres undefined),·,59*,0.57,9,·,·,-8,·,0.4
O=S(=O)(c1ccc2nc(Cc3cccc(C(F)(F)F)c3)[nH]c2c1)N1CCOCC1,-5,67*,1.6,3,1,0,-1,-1,0.3
O=C(CC(Nc1ccccc1Cl)C(=O)OCC(=O)c1cccs1)c1ccccc1 (centres undefined),-8,65*,-0.84,14,14,-14,-8,-1,0.3
c1ccc(OCCN2C3=NCCN3c3ccccc32)cc1,-4,3,-0.8,0,7,-8,-1,15,1
Cc1cc(C)n2cc(CSc3nnnn3C)nc2n1,-4,-12,0.004,6,13,-8,-3,1,1.1
CCOC(=O)CNC(=O)c1cc(C)oc1C,-8,3,1,-1,2,-3,2,-24,1
O=C(c1cccc(F)c1)N1CCC(N2CCCCCC2)CC1,-3,14,0.033,-3,-5,-1,14,-5,0.9
O=C(O)CN1C(=O)SC(Nc2ccccc2)C1=O (centres undefined),-5,·,-0.72,·,1,5,·,2,·
Cc1nn2c3cc(N4CCOCC4)ccc3nc2c2ccccc12,6,·,-0.63,·,5,-2,·,-31,·
CSc1ccc(C(=S)N2CCN(Cc3ccccc3)CC2)cc1,-2,52*,-0.52,22,4,-4,-9,8,0.5
CCOC(=O)Nc1ccc2c(c1)N(C(=O)CN1CCN3CCCC3C1)c1ccccc1CC2 (centres undefined),-5,18,0.59,12,-2,2,-31,14,0.8
COc1ccc(-c2ccc(C#N)c(SCC(=O)Nc3sc4c(c3C#N)CCC4)n2)cc1,-2,15,·,6,·,·,0,-8,0.9
C[C@H](N)c1nnc(SCc2ccc(Cl)cc2Cl)o1,-5,100*,-0.49,0,1,-4,3,12,0
Cc1nnsc1C(=O)NC1CCCCC1,-3,-4,-0.67,17,0,-1,-11,-1,1
c1ccc(-c2noc(-c3cccnc3)n2)nc1,-4,25,0.008,2,0,3,-1,-2,0.7
Cc1nn(Cc2ccc(Cl)cc2Cl)c(C)c1NC(=O)NC12CC3CC(CC(C3)C1)C2,-8,1,1.2,16,-78,78,17,3,1
COc1ccc(-c2nnc(CSc3nc4ccccc4c(=O)n3CC(C)C)o2)cc1OC,-5,92*,-0.13,6,8,-7,-11,-26,0.1
CCOc1ccc2nc(N3CCCC(C(=O)N4CCN(CC)CC4)C3)sc2c1 (centres undefined),-2,13,0.14,5,·,·,-13,11,0.9
CCNC(=O)COc1cccc2ccccc12,-4,54*,-0.69,9,-5,7,5,-15,0.5
Cn1ccnc1SCC(=O)N(C1CCCCC1)C1CCCCC1,-3,20,-0.7,7,0,1,-17,11,0.8
CCOC(=O)CSc1ncnc2c1cnn2-c1ccc(C)cc1,-6,-4,0.79,-1,-2,4,-4,-13,1
COc1ccccc1-c1cc(C(=O)N/N=C/C=C/c2ccccc2[N+](=O)[O-])c2ccccc2n1,-3,21,1.2,9,0,4,-7,4,0.8
COCn1c(COc2ccccc2)nc2ccccc21,-2,51*,-0.22,3,3,0,-1,-26,0.5
N#Cc1c(N)n(CCOC(=O)c2cccc(Br)c2)c2nc3ccccc3nc12,3,6,-0.49,8,-2,4,3,-36,0.9
COc1ccccc1CN1CCCC(C(=O)N(C)Cc2ccccc2)C1 (centres undefined),-1,-4,0.29,-9,-11,10,12,21,1
COc1ccc(Cn2nnnc2C(c2cc3cccc(C)c3[nH]c2=O)N2CCOCC2)cc1 (centres undefined),-12,1,0.58,34*,-4,4,2,6,1
CCCOc1ccc(OCCOCCN2CCc3ccccc3C2)cc1,0,52*,1.2,0,7,-6,-8,10,0.5
O=C(c1ccc(Cl)cc1)N1CCN(c2ccc([N+](=O)[O-])c(NCc3cccnc3)c2)CC1,-2,·,-1.6,·,2,-2,·,6,·
CCOC(=O)N1CCN(c2cc3nccnc3cc2F)CC1,-2,22,-0.36,4,20,-20,-1,5,0.8
CSc1nc(C2CC2)cc(-c2cccs2)c1C#N,-8,5,-0.31,9,12,-13,13,10,0.9
S=c1[nH]nc(COc2ccc(Cl)cc2)n1C1CCCCC1,-3,·,-0.41,·,-40,42,·,-6,·
O=C(N/N=C/c1ccc2c(c1)OCO2)C1COc2ccccc2O1 (centres undefined),-5,6,-0.22,3,-11,11,-1,-10,0.9
COc1ccc(-c2cc(-c3ccc(OC)cc3)nc(-c3ccc4c(c3)NC(=O)CO4)c2)cc1,-5,13,0.77,-6,22,-19,-8,-39,0.9
COc1ccc(-n2c(Cc3cccn3C)nnc2SCC(=O)Nc2cccc(Cl)c2)cc1,-6,23,0.79,10,-6,5,-3,4,0.8
CCc1nc(SCC(=O)NNC(=O)C2CCCCC2)c2ccccc2n1,-3,-4,-0.011,-8,3,-1,4,-18,1

High-throughput results: PubChem, several laboratories
